SV40 large T antigen – SV40 large T antigen inhibitors, biochemical (AID 1903). 310,000 tested, 0.39% active. SV40 large T antigen ATPase/helicase inhibition assay; higher % means a stronger effect. inhibition, % at 20 µM, or IC50 in µM where a hit was titrated; in the data active means a potency from the dose series; inconclusive means inhibition mostly from about 32% at the one dose, without a potency; inactive means the rest, 99 in 100 with inhibition below about 32%; further: strong numbers were not always called active
GPR55 beta-arrestin – GPR55 agonists via beta-arrestin recruitment, primary screen, imaging, U2OS cells, beta-arrestin-GFP redistribution (AID 1961); activation, % at 10 µM; hits with a dose series show EC50 in µM; 290,000 tested, 0.048% active; U2OS GPR55 beta-arrestin-GFP redistribution imaging; higher % means a stronger effect; G-protein coupled receptor 55 (Homo sapiens);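 active means activation above 40% with more than 50 cells counted in the well; inconclusive means wells holding fewer than 50 cells, flagged as toxic or sparse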;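 further: U2OS osteosarcoma cells stably expressing GPR55 and beta-arrestin-GFP; plate controls were DMSO negative control for no effect and LPI positive control for full effect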
NTR1 agonist – agonists of NTR1, primary screen, imaging, U2OS cells, beta-arrestin-GFP, high content (AID 493036); activation, % at 20 µM; 330,000 tested, 0.17% active; NTR1-U2OS beta-arrestin-GFP spot imaging, agonist mode;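 active means activation at or above 40% of the spot to cytoplasm intensity ratio, with at least 20 cells analyzed; inconclusive means wells under 20 cells, flagged as cytotoxic or low count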;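 further: 0% = DMSO without peptide and 100% = 100 nM NTR1 peptide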
Target sequence (P30989 whole entry, looked up): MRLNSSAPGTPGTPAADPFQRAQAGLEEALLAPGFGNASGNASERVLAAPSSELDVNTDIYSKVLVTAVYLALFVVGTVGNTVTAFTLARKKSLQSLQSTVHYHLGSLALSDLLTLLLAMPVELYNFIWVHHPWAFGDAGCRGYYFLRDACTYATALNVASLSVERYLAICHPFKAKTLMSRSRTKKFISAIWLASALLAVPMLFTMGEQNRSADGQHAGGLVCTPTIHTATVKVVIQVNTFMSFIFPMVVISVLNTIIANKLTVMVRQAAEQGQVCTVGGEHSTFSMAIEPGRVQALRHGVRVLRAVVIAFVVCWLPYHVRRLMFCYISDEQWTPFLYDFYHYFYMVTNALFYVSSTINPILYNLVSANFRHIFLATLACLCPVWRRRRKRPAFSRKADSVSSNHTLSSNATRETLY
T cell HTS – modulators of CD8 T cell-vesicle binding, primary screen, mouse 2C CD8+ T cells, flow cytometry. AID 2052, 2009. calls only at 7 µM. 2C CD8+ T cell-vesicle binding; hits give low values. 330,000 tested, 0.068% active;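 active means response, share of CD8 T cells binding vesicles, and their 90th percentile fluorescence all below set limits, cut at about 80% in these data, passing the limit was not always enough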
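Assay system: 2C TCR transgenic mouse naive CD8+ T cells, MACS-purified | Read-out: CD8+ gate FL2 mean fluorescence as % of same-row positive control | Signal: High-throughput flow cytometry with anti-B7-1 and anti-CD8 staining | Timing: Binding step 1.5 h, 37 °C, antibody labelling 20 min, ice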
Lipid droplet – inhibitors of hepatocyte lipid droplet formation, primary screen, imaging, high-throughput imaging, BODIPY stain | AML12 mouse hepatocytes, oleate lipid droplets | inhibition, % at 6.5 µM | 240,000 tested, 0.4% active;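 active means lipid droplet intensity inhibited by at least 50%, with more than 500 cells counted; inconclusive means wells with under 300 cells, treated as cytotoxic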
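Material: mouse AML12 hepatocyte cell line, fixed after treatment; Timing: compound with oleate, overnight; Technique: high-content imaging of BODIPY-stained droplets and DAPI nuclei; Probe or stimulus: oleate, 100 µM final; Dosing: compound at 6.5 µM only.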
GPR55 antagonists – GPR55 antagonists blocking LPI-driven arrestin recruitment, primary screen, imaging, U2OS, beta-arrestin-GFP, LPI agonist (AID 2013); G-protein coupled receptor 55 (Homo sapiens); U2OS GPR55 beta-arrestin-GFP translocation imaging, LPI antagonism; higher % means a stronger effect; inhibition, % at 10 µM, or IC50 in µM where a hit was titrated; 290,000 tested, 0.13% active;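 active means spots per cell inhibited over 60%, with over 100 cells counted and total cytoplasm intensity under 500,000; inconclusive means wells with under 100 cells, flagged as likely toxic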;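 further: U2OS cells stably carrying GPR55 and arrestin-GFP stimulated by 5 µM LPI near EC80; imaged beta-arrestin-GFP aggregate spots per cell after agonist stimulation; plate controls were LPI-stimulated DMSO wells for no effect and DMSO wells without LPI for full effect; some results filed as inactive read as strong as hits; confirmed hits need IC50 under 10 µM and bright autofluorescent wells are also inconclusive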
LYP inhibition – inhibitors of LYP phosphatase, biochemical, fluorescence intensity, uHTS (AID 1779). Tyrosine-protein phosphatase non-receptor type 22 (Homo sapiens). recombinant LYP phosphatase, fluorescence intensity; higher % means a stronger effect. one-dose inhibition, % at 11.5 µM; IC50 in µM for titrated hits. 290,000 tested, 0.054% active; in the data active means inhibition above about 50%;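 further: plate controls were vehicle with enzyme for no effect and no enzyme for full effect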
Rac1 GTP hydrolysis – MgcRacGAP GTPase-activating activity inhibitors, confirmation, biochemical, ADP Hunter fluorescence; one-dose inhibition, % at 30 µM; IC50 in µM for titrated hits; 340,000 tested, 0.6% active; MgcRacGAP-stimulated Rac1 GTP hydrolysis, ADP Hunter fluorescence; higher % means a stronger effect; GST-tagged Rac1 F28L mutant substrate; AID 624330, 2012;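 active means first-screen hits whose inhibition reached a set limit at any dose in the follow-up dose series; inconclusive means inhibition above the set first-screen limit but never retested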;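 further: fluorescence reports GDP produced by GAP-driven GTP hydrolysis; strong numbers were not always called active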
GPR35 arrestin U2OS – GPR35 antagonists blocking zaprinast-driven arrestin recruitment, primary screen, imaging, U2OS, beta-arrestin-GFP, zaprinast agonist (AID 2058); one-dose inhibition, % at 10 µM; IC50 in µM for titrated hits; U2OS GPR35 beta-arrestin-GFP translocation imaging, zaprinast antagonism; higher % means a stronger effect; G-protein coupled receptor 35 (Homo sapiens); 290,000 tested, 0.052% active;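 active means inhibition of at least 50% with at least 30 cells and total cytoplasm GFP at most 10,000,000; inconclusive means under 30 cells or total GFP of 10,000,000 plus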
Lipid droplet cells 6.5 µM – recorded beside Lipid droplet, whose call it bears; cell count; measured here: cell count, cytotoxicity flag;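 cells counted across two imaged fields per well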
T cell HTS vesicle-bound % – second read-out of T cell HTS, no call of its own (marks repeat the call); double positive events, %; measured here: CD8+ vesicle-bound cell fraction;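 binding gate set so that unloaded-vesicle control wells show 10% double positive cells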
NTR1 agonist cell count 20 µM – second read-out of NTR1 agonist, no call of its own (marks repeat the call); cell count; measured here: cell count, cytotoxicity flag
The depositor's hits bear a star; i = inactive; ? = inconclusive; . = not tested or not shown. Rows were taken by chance (roughly 1.8% active in at least one column).

mol,SV40 large T antigen,GPR55 beta-arrestin,NTR1 agonist,NTR1 agonist cell count 20 µM,T cell HTS,T cell HTS vesicle-bound %,Lipid droplet,Lipid droplet cells 6.5 µM,GPR55 antagonists,LYP inhibition,Rac1 GTP hydrolysis,GPR35 arrestin U2OS
COCCN1C=C2C(=O)C(C)(OC(=O)c3cccs3)C(=O)C=C2C=C1CCCC(=O)OC (stereo not given),17%,0.7%,-0.7,44,i,21,-19,757,-7%,-10%,8%,13%
CC(C)CCNC(=O)C(c1ccco1)N(Cc1ccc(F)cc1)C(=O)c1snc(C(N)=O)c1N (stereo not given),-2%,-0.1%,3.2,68,.,.,.,.,-5%,-1%,9%,-10%
Cc1ccc(-n2nnc(-c3cnc4ccccc4c3)n2)cc1,-1%,-0.1%,1.9,55,i,39,-5,688,8%,-3%,7%,-2%
Cc1nn(C)cc1S(=O)(=O)N1CCN(Cc2ccc(F)cc2Cl)CC1,6%,-0.2%,-1.3,97,i,32,3,774,1%,-9%,1%,7%
CC(=O)Nc1ccc(OCC(O)CN2C(C)(C)CC(O)CC2(C)C)cc1 (stereo not given),16%,-0.5%,-1.9,75,i,12,-4,650,7%,-10%,-8%,-7%
COc1ccc(CNC(=O)CCNS(=O)(=O)c2ccc(Br)s2)cc1,5%,0.2%,-0.1,50,i,55,-2,794,-8%,2%,5%,10%
Cc1ccc(C(=O)NC(=S)Nc2cccc(-c3nc4ccccc4s3)c2)cc1,-4%,-0.3%,2.0,45,i,62,2,563,6%,0%,9%,-17%
CCOc1ccc(N2C(=O)C3Sc4[nH]c(=O)sc4C(/C=C/c4ccccc4)C3C2=O)cc1 (stereo not given),10%,0.0%,3.5,65,i,54,6,621,12%,4%,12%,4%
CCC[n+]1c(C)sc2c(OC)ccc(OC)c21,?,-0.3%,-1.6,52,i,22,-13,672,6%,-3%,16%,-1%
COc1cc(C(=O)N/N=C(\C)c2ccc3c(c2)OCO3)cc(OC)c1OC,5%,0.5%,1.3,59,i,29,-139,319,-11%,0%,11%,4%
CCOc1ccc(N2C(=O)C3ON(c4ccccc4)C(c4ccco4)C3C2=O)cc1 (stereo not given),6%,0.8%,-1.3,39,i,4,21,720,1%,3%,-55%,21%
CCC1CO/C(=C(\C(=C(Cl)Cl)N2CCOCC2)[N+](=O)[O-])N1 (stereo not given),1%,-0.1%,1.4,58,i,43,-8,662,13%,1%,2%,4%
COc1ccccc1NC(=O)COC(=O)C12CC3CC(CC(Cl)(C3)C1)C2,-4%,-0.2%,8.0,58,i,15,18,722,3%,1%,2%,0%
Cc1nnc(-c2ccc(N3CCCCCC3)c([N+](=O)[O-])c2)o1,-2%,0.7%,-1.5,41,i,20,-1,692,-6%,-1%,12%,0%
CSC1=C(C#N)C(CC(C)C)C(C(C)=O)=C(C)N1 (stereo not given),17%,0.7%,1.0,62,i,55,.,.,-14%,-6%,0%,-4%
CC(C)(C)NC(=O)NC(=O)COC(=O)c1nc(-c2ccccc2)n(-c2cccc(C(F)(F)F)c2)n1,-4%,0.5%,2.3,72,i,54,-6,685,-1%,0%,8%,-6%
CC1(c2ccc(Cl)cc2)NC(=O)N(CC(=O)Nc2ccc(N3CCCCC3)cc2)C1=O (stereo not given),15%,.,2.8,53,i,23,.,.,.,.,5%,.
COc1cccc(-n2c(=S)sc3c(=O)n(-c4ccccc4OC)c(SCC4OCCO4)nc32)c1,12%,-0.5%,-1.2,58,i,50,-4,738,2%,2%,3%,-7%
CC(c1nnc(SCn2nnc3ccccc3c2=O)n1-c1ccc(Cl)cc1)N(C)C (stereo not given),3%,-1.0%,-0.1,56,i,23,.,.,0%,-8%,2%,-4%
COC(=O)N[C@H](CC(C)=O)c1cccc(C(F)(F)F)c1,8%,0.2%,-0.6,65,i,29,-3,713,11%,-5%,3%,-10%
COc1ccc(C)cc1S(=O)(=O)N1CCC2(CC1)OCCN2S(=O)(=O)c1cccs1,18%,.,2.6,57,i,58,.,.,.,.,1%,.
O=C(c1ccccc1)c1cnc(-c2ccc(Cl)cc2)s1,8%,-0.1%,0.8,79,i,43,.,.,10%,0%,-5%,11%
N#CCN1C(=O)NC2(CCCc3sccc32)C1=O (stereo not given),0%,0.2%,-1.2,51,i,11,-3,750,4%,-8%,-2%,10%
CN(c1ccc(C(=O)NCCc2ccccc2)cc1)S(C)(=O)=O,14%,-0.1%,4.0,58,i,14,-7,738,4%,-9%,6%,-3%
O=C(Nc1ccon1)c1cccc(Cl)c1,0%,0.4%,-1.5,67,i,9,1,682,-6%,-10%,3%,0%
Cc1sc(NC(=O)CSc2nnnn2C2CCCC2)c(C#N)c1C,4%,-0.2%,-0.9,49,.,.,.,.,-2%,1%,4%,-5%
O=C(NCCCN1CCOCC1)c1cc(-c2ccccc2F)no1,4%,-0.2%,0.9,77,i,10,6,726,11%,-12%,8%,3%
CC(Oc1ccccc1)C(=O)Nc1cccc([N+](=O)[O-])c1 (stereo not given),7%,-0.1%,0.9,48,i,31,-7,751,9%,-12%,-1%,7%
CCOC(=O)c1c(C)oc2ccc(NS(=O)(=O)c3ccc(C(=O)O)cc3)cc12,7%,-0.1%,0.0,86,i,46,-9,681,-7%,-3%,8%,8%
O=C(NCC(F)(F)F)N1CCOCC1,1%,-0.1%,-0.4,58,i,32,5,779,10%,-6%,5%,16%
CCC(=O)Nc1nnc(SCc2ccccc2F)s1,11%,0.9%,3.6,53,i,6,13,726,0%,-5%,9%,-6%
COCCCNC(=O)c1cc2c(=O)n3cccc(C)c3nc2s1,23%,-0.1%,3.8,86,i,29,17,865,3%,-10%,7%,2%
C/C(=N\NC(=O)OC(C)(C)C)c1ccc[nH]1,9%,-0.7%,-1.5,108,i,51,12,654,0%,-2%,-1%,0%
Cc1c(C(=O)O)c(C(=O)O)c2n1CCS2,18%,-0.3%,0.4,46,i,38,-20,738,-4%,-11%,-5%,-9%
O=S(=O)(c1ccc(Br)c2ccccc12)N1CCCC1,5%,-0.1%,3.0,59,i,54,-9,847,-1%,-9%,12%,-2%
CC(CC(=O)NC1CCCC1)c1ccccc1 (stereo not given),0%,-0.1%,-1.0,91,i,37,.,.,16%,-4%,7%,-9%
CCCCNC(=O)n1c(SC)nc2ccccc21,7%,-0.1%,-1.3,65,i,31,-2,728,0%,-4%,3%,5%
O=C(CSc1nc2ccccc2s1)NNC(=O)Nc1ccc(Cl)c(Cl)c1,28%,-0.3%,6.5,60,i,44,-19,592,1%,4%,-4%,2%
COC(=O)c1ccc(CNC(=O)COC(=O)CC23CC4CC(CC(Br)(C4)C2)C3)cc1,-18%,0.5%,0.1,54,i,30,0,573,-9%,-2%,9%,-29%
CCCSC(=O)N(CC)CC(=O)Nc1c(CC)cccc1CC,-5%,-0.1%,-1.3,38,i,55,64*,556*,8%,-5%,9%,1%
O=C1CCCC(O)=C1Sc1ccccc1C(=O)O,11%,-0.1%,-1.6,91,i,60,1,688,-9%,-11%,8%,-6%
COC(=O)c1ccsc1NC(=O)CCS(=O)(=O)c1ccccc1,8%,0.0%,0.0,60,i,30,-3,704,-11%,-6%,5%,-3%
COc1ccccc1OCCCCCNCCO,18%,-0.2%,-0.1,43,i,29,.,.,-8%,6%,0%,1%
O=C(OCc1nc2ccccc2s1)c1cc2ccccc2oc1=O,11%,-0.2%,0.9,65,i,46,-1,503,14%,-1%,.,-6%
O=C(NC(Cc1ccccc1)C(=O)O)/C(=C/c1ccc([N+](=O)[O-])cc1)NC(=O)c1ccccc1 (stereo not given),1%,-0.1%,-0.4,44,i,13,-10,754,6%,-5%,-13%,10%
CSC1=NCCN1S(=O)(=O)c1ccc(F)cc1,23%,-0.4%,1.4,82,i,47,1,756,-3%,-3%,15%,-1%
c1ccc(CSc2ncnc3c2cnn3-c2ccccc2)cc1,8%,1.7%,1.5,27,i,39,-1,655,6%,-1%,3%,-13%
COc1cccc(-n2c(-c3ccco3)nc3nc4ccccc4nc32)c1,2%,0.4%,0.1,102,i,34,9,753,-5%,9%,-3%,6%
CC1Sc2ccc(Cl)cc2-c2nc(N)ncc21 (stereo not given),-2%,-0.2%,-1.5,83,i,62,3,706,2%,-1%,7%,-3%
CC(C)(C)n1cnc2cc(NC(=O)c3ccc(Cl)cc3)ccc21,2%,0.3%,1.4,84,i,43,-1,799,-6%,-8%,4%,-7%
CCOC(=O)c1ccc(N2C(=O)CC(N(C)Cc3ccccc3)C2=O)cc1 (stereo not given),1%,0.1%,-2.0,42,i,36,10,749,16%,-5%,11%,22%
Cc1ccc(C(=O)N/N=C\c2c(C)nn(-c3ccccc3)c2Cl)cn1,8%,0.1%,1.9,36,i,34,1,651,2%,-7%,-3%,-1%
COc1cccc(-c2cc(C(F)(F)F)nc(N3CCOCC3)n2)c1,-3%,0.3%,10,92,i,60,.,.,16%,-3%,1%,-10%

High-throughput results (PubChem)
